MRP resist rev: reverses drug resistance mediated by MRP | H69AR cells + 2 uM doxorubicin, CellTiter-Glo, 72 h | differential viability (reversal), % at 10 µM | 0.04% of 85,000 active | AID 602;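 active means viability drop by adding the cancer drug above about 55%, with treated viability meeting a 40% cutoff, limit read from the data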;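 further: viability without doxorubicin minus viability with 2 µM doxorubicin for each compound; larger differential means the compound sensitizes cells more to doxorubicin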
Bcl-B TR3 displacers: displacers of TR3 peptide from Bcl-B, primary screen, selectivity assay for Bfl-1 inhibitor project, biochemical, fluorescence polarization | displacement, % at 20 µM; hits with a dose series show IC50 in µM | 0.11% of 96,000 active | FP displacement of FITC-TR3 peptide from Bcl-B; higher % means a stronger effect;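 active means displacement above 50% at 20 µM plus a fluorescence interference ratio under 1.5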;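 further: plate controls were wells without compound for no effect and wells lacking Bcl-B protein for full effect; a part of the inactive calls stands beside numbers as strong as those of hits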
PLAP inhibition: PLAP enzyme inhibitors, biochemical, luminescence, HTS (AID 690); inhibition, % at 20 µM; hits with a dose series show IC50 in µM; 0.08% of 96,000 active; purified PLAP, luminescent substrate; higher % means a stronger effect; in the data active means a potency from the dose series; inactive means the rest, 99 in 100 with inhibition below about 30%; further: strong numbers were not always called active
IL1B NFkB pot: enhances IL-1B driven NFkB nuclear translocation; HUVEC IL-1B NFkB p65 nuclear translocation imaging; activation, % at 2 µM; 0.3% of 94,000 active;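 active means activation above 40%, about the mean plus 3 SD, also judged a hit on visual image review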;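 further: percent activation is computed from the nuclear over cytoplasmic p65 intensity ratio; values of inactives mirror those of a sister screen read the other way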
NFkB transloc inh: blocks IL-1B driven NFkB nuclear translocation in HUVEC cells; HUVEC IL-1B NFkB p65 nuclear translocation imaging; inhibition, % at 2 µM; 0.43% of 94,000 active; AID 796;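 active means inhibition above about 30% together with a positive call from visual inspection of the well image, limit read from the data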;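 further: nuclear over cytoplasmic p65 intensity ratio measured by imaging; 0% = IL-1B stimulated DMSO wells and 100% = unstimulated DMSO wells; values of inactives mirror those of a sister screen read the other way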
MRP resist rev cytotoxicity: further read-out of MRP resist rev, marked with its call; viability, %; H69AR cells, CellTiter-Glo, 72 h; measured here: cytotoxicity without doxorubicin
MRP resist rev with doxorubicin: recorded beside MRP resist rev, whose call it bears; viability, %; measured here: viability with 2 uM doxorubicin; stronger effect = lower value
NFkB transloc inh cell count 2 µM: recorded beside NFkB transloc inh, whose call it bears; cell count; measured here: cells passing quality filter;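 raw number of nuclei counted in each imaged well without normalization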
IL1B NFkB pot cell count 2 µM: recorded beside IL1B NFkB pot, whose call it bears; cell count; measured here: cells passing quality filter
Active calls of the source: *; / = not tested or not shown. These rows are one share of the data. The share of hits here may be higher or lower than overall.

SMILES	MRP resist rev	MRP resist rev cytotoxicity	MRP resist rev with doxorubicin	Bcl-B TR3 displacers	PLAP inhibition	IL1B NFkB pot	IL1B NFkB pot cell count 2 µM	NFkB transloc inh	NFkB transloc inh cell count 2 µM
CCNC(=S)NCCN1CCCCC1	3	103	100	-6%	15%	11	124	-11	124
Cc1cc(C)nc(SCCC(=O)N(C)C)n1	-1	99	100	-8%	12%	1	99	-1	99
O=C(CNC(=O)c1ccco1)NCC(=O)OC(C(=O)c1ccccc1)c1ccc(Cl)cc1 (stereo not drawn)	17	93	76	/	/	5	139	-5	139
CCOC(=O)/C=C(\C)Sc1cc(=O)oc2ccccc12	6	13	6	/	/	-13	127	13	127
O=C(O)C1C2C=CC(C2)C1C(=O)Nc1cccc(F)c1 (stereo not drawn)	7	111	103	-10%	9%	-5	189	5	189
O=C(CSc1nnc2n1CCCN2C(=S)Nc1ccc(Cl)cc1)c1ccccc1	-8	26	34	/	/	4	158	-4	158
Nc1cc(C(=O)N2CCCC2)cc(C(=O)N2CCCC2)c1	0	97	97	-15%	18%	0	150	0	150
COC(=O)c1cn(NC(=O)c2ccc3c(c2)OCO3)c(=O)c2ccccc12	-17	85	102	-3%	10%	/	/	/	/
O=C(O)CC(c1ccccc1)n1cccc1 (stereo not drawn)	-4	103	108	5%	5%	-9	117	9	117
CNC(=O)C1CC(=O)N/C(=N/N=C(\C)c2cccs2)S1 (stereo not drawn)	-9	90	99	2%	-6%	-1	149	1	149
CNC(=O)Nc1ccc2snnc2c1	4	95	91	7%	-5%	15	163	-15	163
O=C(CSc1nc2ccccc2o1)NCc1n[nH]c(=O)c2ccccc12	-10	61	71	1%	-1%	0	188	0	188
CCc1ccc(NC2=NC(C(=O)c3ccccc3)CC(=O)N2)cc1 (stereo not drawn)	-4	89	92	-2%	-41%	36	121	-36	121
COc1ccc2cc(C)c(SCC(=O)Nc3cc(C)on3)nc2c1	-1	83	84	3%	15%	-4	210	4	210
CN1C2C=C3C(C#N)=C(N)C(C#N)(C#N)[C@@H](c4ccsc4)[C@@H]3C1CC2 (stereo partly drawn)	5	94	90	7%	-42%	-1	118	1	118
Cc1cccc(OCCC(=O)Nc2ccc(S(=O)(=O)N3CCCC3)cc2)c1	/	/	/	1%	12%	/	/	/	/
O=C(Cc1c[nH]c2ccccc12)N1CCc2ccccc21	9	65	57	-2%	-34%	3	176	-3	176
Cc1ccc(-c2nnc(SC(C)C#N)n2N)cc1 (stereo not drawn)	-9	86	95	-12%	19%	17	207	-17	207
CC(C)(C)C1=NN(C(=O)c2ccccc2)C(O)(C(C)(C)C)C1 (stereo not drawn)	/	/	/	-2%	-16%	-1	143	1	143
Fc1ccccc1Cn1nnc2c(NCc3ccccn3)ncnc21	15	93	78	-1%	-12%	/	/	/	/

The last five records of the section above come first, to join the parts:
SMILES	MRP resist rev	MRP resist rev cytotoxicity	MRP resist rev with doxorubicin	Bcl-B TR3 displacers	PLAP inhibition	IL1B NFkB pot	IL1B NFkB pot cell count 2 µM	NFkB transloc inh	NFkB transloc inh cell count 2 µM
Cc1cccc(OCCC(=O)Nc2ccc(S(=O)(=O)N3CCCC3)cc2)c1	/	/	/	1%	12%	/	/	/	/
O=C(Cc1c[nH]c2ccccc12)N1CCc2ccccc21	9	65	57	-2%	-34%	3	176	-3	176
Cc1ccc(-c2nnc(SC(C)C#N)n2N)cc1 (stereo not drawn)	-9	86	95	-12%	19%	17	207	-17	207
CC(C)(C)C1=NN(C(=O)c2ccccc2)C(O)(C(C)(C)C)C1 (stereo not drawn)	/	/	/	-2%	-16%	-1	143	1	143
Fc1ccccc1Cn1nnc2c(NCc3ccccn3)ncnc21	15	93	78	-1%	-12%	/	/	/	/
CCN(CC)S(=O)(=O)c1cccc(C(=O)OCC(=O)Nc2ccccc2OC(F)F)c1	/	/	/	-9%	30%	-43	214	43*	214*
CC(=O)Nc1ccc(S(=O)(=O)NNC(=O)COc2cccc(C)c2)cc1	/	/	/	13%	0%	3	165	-2	165
C=CCSc1cc(C)nc2c(-c3ccc(Cl)cc3)c(C)nn12	-28	36	64	13%	5%	6	163	-6	163
O=c1[nH]ncn2cccc12	/	/	/	-5%	9%	18	186	-18	186
CCCCN(CCCC)C(=O)CCS(=O)(=O)c1ccc2c(c1)n(C)c(=O)c(=O)n2C	5	70	65	0%	2%	-6	132	6	132
N#CC1=C(SCC(=O)c2ccc(Cl)cc2)NC2=C(C(=O)CCC2)C1c1ccco1 (stereo not drawn)	-47	13	60	-18%	-13%	/	/	/	/
Cn1cc(C(=O)NC2CCCCC2)c(=O)c2cc(S(=O)(=O)N3CCCC3)ccc21	3	83	80	-6%	19%	/	/	/	/
CCOC(=O)CN(C(=O)CNC(=O)c1ccco1)C(C(=O)NC1CCCCC1)c1cccc(OC)c1 (stereo not drawn)	0	98	98	24%	-71%	/	/	/	/
CC1CC(C)(C)CC2(C1)NC(=O)N(CC(=O)NCC(c1ccco1)N1CCCCC1)C2=O (stereo not drawn)	-3	83	86	4%	-84%	-35	66	35*	66*
Cc1cc2nc(-c3ccc(SCc4ccccc4C#N)nc3)[nH]c2cc1C	/	/	/	6%	-6%	4	128	-4	128

Full records, looked up by structure. Order of values: MRP resist rev	MRP resist rev cytotoxicity	MRP resist rev with doxorubicin	Bcl-B TR3 displacers	PLAP inhibition	IL1B NFkB pot	IL1B NFkB pot cell count 2 µM	NFkB transloc inh	NFkB transloc inh cell count 2 µM
CCN(CC)S(=O)(=O)c1cccc(C(=O)OCC(=O)Nc2ccccc2OC(F)F)c1 as listed: /	/	/	-9%	30%	-43	214	43*	214*
CCCCN(CCCC)C(=O)CCS(=O)(=O)c1ccc2c(c1)n(C)c(=O)c(=O)n2C as listed: 5	70	65	0%	2%	-6	132	6	132

Later entries.
SMILES	MRP resist rev	MRP resist rev cytotoxicity	MRP resist rev with doxorubicin	Bcl-B TR3 displacers	PLAP inhibition	IL1B NFkB pot	IL1B NFkB pot cell count 2 µM	NFkB transloc inh	NFkB transloc inh cell count 2 µM
Cc1nc(-c2cn[nH]c2)c2cc(C)oc2n1	7	103	96	-4%	-61%	-2	148	2	148
O=C(C1CC1)N1CCN=C1SCc1cccc(C(F)(F)F)c1	6	97	91	5%	3%	2	185	-2	185
Cc1occc1-c1nnc(SCC(=O)c2c(N)n(Cc3ccccc3)c(=O)n(C)c2=O)n1C	25	97	73	8%	6%	-5	123	5	123
Cc1ccc(OCC2Cn3c(nc4c3c(=O)n(C)c(=O)n4C)O2)cc1 (stereo not drawn)	1	93	92	-3%	-36%	6	118	-6	118
CCCCNC(=O)COC(=O)c1cc2c(C)nn(-c3ccccc3)c2s1	7	84	77	-7%	-3%	/	/	/	/
Cc1ccc(S(=O)(=O)Oc2ccc(/C=C3\N=C(c4cccc(C)c4)OC3=O)cc2)cc1	/	/	/	-17%	-20%	0	130	0	130
O=C(c1cc(-c2cccs2)on1)N1CCN(C(c2ccccc2)c2ccccc2)CC1	5	99	93	-73%	-16%	2	155	-2	155
Cc1cccn2c(=O)c3cc(C(=O)N4CCCc5ccccc54)n(C)c3nc12	-20	69	89	/	/	-1	76	0	76
Cc1nnc(Sc2nc3ccccc3o2)c2ccccc12	2	7	5	-4%	-21%	-6	180	6	180
CC(=O)Nc1ccc(S(=O)(=O)NCc2ccc3[nH]c(C)cc3c2)cc1	-2	93	95	5%	0%	17	156	-17	156
COC(=O)c1cc(Br)c(=O)n(-c2ccccc2F)c1	-11	76	87	0%	2%	4	161	-4	161
CCCCNc1ncnc2c1cnn2-c1ccc(C)cc1C	-18	37	55	1%	-16%	/	/	/	/
Cc1nc2ccccn2c1C(=O)CSc1ccccc1Cl	/	/	/	-11%	18%	8	138	-8	138
O=C(O)C1CCCCC1C(=O)NCCc1ccc(Cl)cc1 (stereo not drawn)	-3	93	97	1%	-6%	20	122	-20	122
Cc1ccc(C)c(N2CCN(C(=O)CCCOc3cc(=O)n(C)c4ccccc34)CC2)c1	0	3	3	-4%	-41%	14	212	-14	212
COC(=O)Cc1nc2ccccc2[nH]1	-7	98	104	-3%	-25%	0	97	0	97
CC(C)c1ccc(NC(=O)C2C3C=CC4(CN(CCCN5CCOCC5)C(=O)C24)O3)cc1 (stereo not drawn)	-28	81	109	-4%	-14%	9	65	-9	65
O=C(CSc1nc2ccccc2[nH]1)Nc1ccc2c(c1)OCCO2	0	107	107	-3%	-53%	33	117	-33	117
Cn1nnnc1SCC(=O)c1ccc(Br)s1	6	89	83	-1%	6%	-10	178	10	178
CCn1c(CSc2nc3ccccc3s2)nnc1SCC(=O)c1ccc(O)cc1O	/	/	/	-23%	-26%	-3	162	3	162
CCc1nnc(NC(=O)CSc2nc3cccnc3n2C2CCCCC2)s1	23	82	59	-3%	-30%	-1	99	1	99
COc1ccc(-c2cc(C(F)(F)F)n3nc(C(=O)N4CCOCC4)nc3n2)cc1	/	/	/	-8%	10%	-2	114	2	114
CCC(CO)NCc1ccc2c(c1)n(C)c(=O)n2C (stereo not drawn)	0	98	98	0%	-5%	/	/	/	/
CC1CCN(S(=O)(=O)N2CCC(C(=O)NCc3cccs3)CC2)CC1	-1	99	100	-4%	-9%	-2	120	2	120
C=CCOc1ccccc1C1C2=C(CC(C)(C)CC2=O)Nc2c1c(=O)n(C)c(=O)n2C (stereo not drawn)	3	88	85	-6%	-25%	-11	179	11	179
Cn1c(=O)c2c(nc(SCCN3CCCCC3)n2C)n(C)c1=O	7	85	78	/	/	2	179	-2	179
N#CCC(CNc1ncc(C(F)(F)F)cc1Cl)OC(=O)c1cccc([N+](=O)[O-])c1 (stereo not drawn)	/	/	/	0%	14%	-2	153	2	153
O=C1CSC(c2cn(-c3ccccc3)nc2-c2cccs2)N1Cc1ccccc1 (stereo not drawn)	-8	67	75	7%	20%	0	187	0	187
CCn1c(SCC(=O)Nc2cc3oc4ccccc4c3cc2OC)nnc1-c1cccs1	-1	2	3	-6%	5%	41*	128*	-41	128
C/C(=N\NS(=O)(=O)c1ccc(C)c([N+](=O)[O-])c1)c1cc2ccccc2o1	/	/	/	5%	-10%	18	164	-18	164

Four structures already listed, sorted by length of the SMILES, high to low.
SMILES	MRP resist rev	MRP resist rev cytotoxicity	MRP resist rev with doxorubicin	Bcl-B TR3 displacers	PLAP inhibition	IL1B NFkB pot	IL1B NFkB pot cell count 2 µM	NFkB transloc inh	NFkB transloc inh cell count 2 µM
C/C(=N\NS(=O)(=O)c1ccc(C)c([N+](=O)[O-])c1)c1cc2ccccc2o1	/	/	/	5%	-10%	18	164	-18	164
COc1ccc(-c2cc(C(F)(F)F)n3nc(C(=O)N4CCOCC4)nc3n2)cc1	/	/	/	-8%	10%	-2	114	2	114
CCc1nnc(NC(=O)CSc2nc3cccnc3n2C2CCCCC2)s1	23	82	59	-3%	-30%	-1	99	1	99
Cn1c(=O)c2c(nc(SCCN3CCCCC3)n2C)n(C)c1=O	7	85	78	/	/	2	179	-2	179

From PubChem BioAssay
